Screening results deposited in PubChem by National Center for Advancing Translational Sciences (NCATS).
USP1 inh: Inhibitors of USP1/UAF1: Primary Screen. Ubiquitin carboxyl-terminal hydrolase 1 (Homo sapiens), O94782. recombinant USP1/UAF1, Ub-Rhodamine cleavage fluorescence. Potency, µM (series often up to 57.1 µM), for inactives: top-dose activity change, negative = inhibition, hits mostly inhibitors. hit rate 0.23% among 390,000; also: % is scaled to controls: 0 for no effect and ±100 for the full control effect; nearly all actives have a fitted effect of over 60% in size; inactives centre near -12
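USP1/UAF1 complex (1 nM) preincubated 15 min at room temperature with compound, then Ub-Rho substrate (150 nM final) added. Kinetic fluorescence at 480/540 nm over 6 reads at 60 s intervals; 50 mM HEPES pH 7.8, 0.5 mM EDTA, 0.1 mg/ml BSA, 1 mM TCEP, 0.01% Tween-20.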
TrxR1 substrate: qHTS Assay for Substrates of Mammalian Selenoprotein Thioredoxin Reductase 1 (TrxR1): qHTS | purified TrxR1 substrate turnover, NADPH consumption readout | Potency, µM (top dose mostly 114 µM), inactives show top-dose activity change, negative = substrate turnover | hit rate 0.01% among 390,000 | AID 588456, 2011; also: % is scaled to controls: 0 for no effect and ±100 for the full control effect; nearly all actives have a fitted effect of over 50% in size
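Rat TrxR1, dispensed at 90 nM, was prereduced with 400 uM NADPH (final) for 5 min at ~22 deg C, then incubated with compound 15 min before 400 uM selenite. A first-read NADPH fluorescence drop versus no-compound background flagged substrates.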
Vif-APOBEC3G blk: qHTS for Inhibitors of Vif-A3G Interactions: qHTS. DNA dC->dU-editing enzyme APOBEC-3G (Homo sapiens), Q9HC16. HeLa A3G-eYFP + Vif (tagged APOBEC3G with the HIV-1 protein that degrades it), YFP fluorescence, overnight. Potency, µM (series often up to 46.1 µM), inactives show at the highest dose activity, negative = active, usual class: inhibitors. hit rate 0.076% among 410,000. AID 602310, 2012;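 also: % is scaled to controls: 0 for no effect and ±100 for the full control effect; nearly all actives have a fitted effect of over 60% in size; hits raise eYFP signal because A3G escapes Vif-driven loss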
Target sequence (Q9HC16 whole entry, looked up): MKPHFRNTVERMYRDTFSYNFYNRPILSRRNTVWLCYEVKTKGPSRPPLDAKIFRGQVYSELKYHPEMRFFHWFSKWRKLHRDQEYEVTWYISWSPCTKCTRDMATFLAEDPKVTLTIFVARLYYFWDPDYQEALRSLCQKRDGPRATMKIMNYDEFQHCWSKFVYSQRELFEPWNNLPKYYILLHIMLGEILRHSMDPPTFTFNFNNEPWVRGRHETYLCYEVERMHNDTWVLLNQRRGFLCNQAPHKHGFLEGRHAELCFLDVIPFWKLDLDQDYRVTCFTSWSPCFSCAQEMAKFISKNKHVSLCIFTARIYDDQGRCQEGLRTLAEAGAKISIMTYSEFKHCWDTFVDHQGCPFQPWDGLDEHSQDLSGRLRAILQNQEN
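Read-out is eYFP fluorescence (Ex 488/Em 500-530) from Vif-expressing HeLa A3G-eYFP cells; more signal means A3G escaped Vif-mediated degradation. Cells plated overnight, compound pinned in, incubated overnight at 37 deg C.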
rTrxR1 inhibitor: qHTS Assay for Inhibitors of Mammalian Selenoprotein Thioredoxin Reductase 1 (TrxR1): qHTS. Thioredoxin reductase 1, cytoplasmic (Rattus norvegicus), O89049. recombinant rTrxR1, NADPH fluorescence consumption, selenite substrate. Potency, µM (highest dose often 114 µM), without a hit: at the top dose activity change, negative = inhibition, usual class: inhibitors. hit rate 1% among 390,000; also: % is scaled to controls: 0 for no effect and ±100 for the full control effect; nearly all actives have a fitted effect of over 65% in size
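Rat TrxR1 (90 nM in the dispensed reagent) was pre-reduced with 400 uM NADPH for 5 min at room temperature, then incubated with compound for 15 min. After 400 uM selenite was added, NADPH fluorescence (Ex 340/Em 450 nm) was followed for 8 min.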
12-LOX inh: Primary qHTS assay for inhibitors of human arachidonate 12S-lipoxygenase (ALOX12): Round 2 | Polyunsaturated fatty acid lipoxygenase ALOX12 (Homo sapiens), P18054 | purified 12hLO, xylenol orange hydroperoxide absorbance | Potency, µM (highest dose often 108 µM), inactives show at the highest dose activity change, negative = inhibition, most hits filed as inhibitors | hit rate 1.1% among 580,000 | AID 1671190, 2021; also: % is scaled to controls: 0 for no effect and ±100 for the full control effect
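Purified human 12hLO (150 nM final) in 25 mM Hepes, 0.01% Triton X-100, pH 7.0 was preincubated 15 min at room temperature with compound. Then 40 uM arachidonic acid was added, 30 min. Hydroperoxide was read by Fe-XO absorbance ratio 573/405 nm.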
mIDH1 inhibitor: qHTS for Inhibitors of mutant isocitrate dehydrogenase 1 (IDH1): qHTS; Potency, µM (titrated, usually from 76.6 µM), for the others: at the top dose activity change, negative = inhibition, actives largely listed as inhibitors; Isocitrate dehydrogenase [NADP] cytoplasmic (Homo sapiens), O75874; IDH1-R132H enzyme, NADPH consumption, diaphorase/resazurin fluorescence; hit rate 0.093% among 390,000; also: % is scaled to controls: 0 for no effect and ±100 for the full control effect; nearly all actives have a fitted effect of over 65% in size
Target sequence (O75874 whole entry R132H, stated change not applied): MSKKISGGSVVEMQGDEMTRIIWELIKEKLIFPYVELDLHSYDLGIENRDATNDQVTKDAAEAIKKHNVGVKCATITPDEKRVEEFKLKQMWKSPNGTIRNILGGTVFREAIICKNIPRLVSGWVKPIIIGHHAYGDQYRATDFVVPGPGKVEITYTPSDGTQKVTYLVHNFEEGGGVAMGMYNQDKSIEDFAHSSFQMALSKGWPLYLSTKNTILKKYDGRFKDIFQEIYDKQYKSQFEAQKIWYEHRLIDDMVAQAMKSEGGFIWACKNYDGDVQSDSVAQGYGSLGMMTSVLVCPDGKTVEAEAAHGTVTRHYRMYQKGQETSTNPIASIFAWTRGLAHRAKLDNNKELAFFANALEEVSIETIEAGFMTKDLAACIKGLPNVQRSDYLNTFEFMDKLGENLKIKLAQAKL
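IDH1-R132H (0.5 ug/mL) preincubated 30 min with compound, then NADPH (0.016 mM) and alpha-KG (2 mM) added; 80 min at RT, pH 7.5. Remaining NADPH coupled via diaphorase/resazurin to fluorescence (540/590 nm); concentration-response curves normalized to no-enzyme control.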
Vif-A3F inh: qHTS for Inhibitors of Vif-A3F Interactions: qHTS; HeLa A3F-eYFP + Vif (tagged APOBEC3F with the HIV-1 protein that degrades it), YFP fluorescence increase; Potency, µM (highest dose often 46.1 µM), for inactives: top-dose activity, negative = active; hit rate 0.2% among 390,000; also: % of control where 0% means no effect; nearly all actives have a fitted effect of over 65% in size
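HeLa cells stably expressing A3F-eYFP plus Vif, plated and incubated overnight at 37 deg C, then exposed to compounds overnight at 37 deg C. Blocked degradation read as raised yellow fluorescence (Ex 488/Em 500-530).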
RGS4 inh: Inhibitors of Regulator of G Protein Signaling (RGS) 4: qHTS; Regulator of G-protein signaling 4 (Homo sapiens), P49798; Transcreener GDP fluorescence polarization, RGS4-accelerated GTP hydrolysis; Potency, µM (doses to about 114 µM), inactives show top-dose activity change, negative = inhibition, most hits filed as inhibitors; hit rate 0.039% among 390,000; also: % is scaled to controls: 0 for no effect and ±100 for the full control effect; nearly all actives have a fitted effect of over 75% in size; some results filed as inactive show a strong effect at the top dose
Target sequence (P49798 whole entry, looked up): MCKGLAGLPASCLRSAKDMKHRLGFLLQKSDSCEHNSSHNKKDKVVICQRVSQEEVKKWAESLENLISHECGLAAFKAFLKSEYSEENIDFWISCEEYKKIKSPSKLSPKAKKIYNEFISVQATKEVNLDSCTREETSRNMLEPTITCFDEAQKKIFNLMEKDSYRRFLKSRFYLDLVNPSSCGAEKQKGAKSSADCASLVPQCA
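MLSMR compounds (23 nl, pin-transferred) preincubated 10 min at room temperature with a 500nM (2x) first reagent, then RGS4 at 900nM (2x) plus Transcreener GDP mix added; fluorescence polarization (620/688 nm) read before and after 90 min at 30 °C.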
RXFP1 ag: qHTS Assay for Agonists of the Relaxin Receptor RXFP1; Relaxin receptor 1 (Homo sapiens), Q9HBX9; HEK293T-RXFP1 cAMP TR-FRET, 30 min; response scale: percent of porcine relaxin response, buffer zero; Potency, µM (series often up to 57.5 µM), for inactives: at the top dose activation, usual class: activators; hit rate 0.3% among 370,000; AID 2676, 2010; also: % is scaled to controls: 0 for no effect and ±100 for the full control effect; nearly all actives have a fitted effect of over 60% in size; many of its hits are not listed in these tables
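HEK293T cells stably expressing RXFP1 were pretreated with the PDE4 inhibitor Ro 20174, exposed to compounds for 30 min at 37C, lysed, and cAMP was read by TR-FRET. Data normalized to buffer (basal) and 29 nM porcine relaxin (100%).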
* marks the source's active call; other numbers are inactive results; ? = inconclusive; . = no result given; & = joins results of further samples; [ ] = dose if it differs, or a comment. Calls follow the shape of the dose curve; as a rule, active = well fitted curve in the direction sought with a large enough effect; inconclusive = small, poorly fitted or top-dose-only effect, or another doubt; inactive = no such curve, though single readings can be large; an effect the other way counts as inactive or inconclusive. Potency is read from the fitted curve at half-maximal effect.

SMILES	USP1 inh	TrxR1 substrate	Vif-APOBEC3G blk	rTrxR1 inhibitor	12-LOX inh	mIDH1 inhibitor	Vif-A3F inh	RGS4 inh	RXFP1 ag
CSc1ccc(CN(C)CC(=O)N(C)CC(=O)Nc2ccccc2Br)cc1	-7%	-2%	-9%	28%	-15%	-2%	0%	3%	-0.3%
O=C(CCCCCn1c(=O)[nH]c2ccsc2c1=O)N1CCN(C2CCCCC2)CC1	-16%	4%[57.1 µM]	-2%	8%[57.1 µM]	399%[activator]	13%	5%	-25%	2.5%
CCCCN(CCCC)c1nn[nH]n1	-9%	1%	2%	8%	15%	0%	-5%	-4%	.
O=C(Nc1cccc(Cl)c1)NC1CCS(=O)(=O)C1 (stereo not given)	-18%	15%[57.1 µM]	-1%	28%[57.1 µM]	-1%	3%	-7%	2%	0.3%
COc1ccc(-n2nnnc2SCC(=O)Nc2ccc3c(c2)OCCO3)c(OC)c1	-13%	-1%	1%	29%	3%	2%	-4%	-29%	-0.6%
Cc1ccccc1N=C1Nc2ccccc2CS1	-13%	-10%	-18%	-9%	19%	-1%	3%	15%	0.0%
Cc1ccc(N2C(=O)N(CC(=O)Nc3ccc(F)c(F)c3)C(=O)C2C)cc1 (stereo not given)	-26%	-5%	0%	0%	?	6%	7%	-5%	0.4%
O=C(CSc1nc(=O)n(CCCN2CCOCC2)c2c1CCC2)Nc1ccccc1F	-11%	-5%[57.1 µM]	-4%	0%[57.1 µM]	-8%	-6%	-7%	-7%	-0.3%
C/C(=N\NC(=O)c1ccccc1C)c1cccc([N+](=O)[O-])c1	1%	-10%	0%	-9%	2%	11%	0%	10%	2.1%
COc1ccccc1OC(=O)c1cc2ccccc2oc1=O	-15%	2%	-6%	16%	?	-1%	-16%	6%	-0.4%
Cc1cccc(C)c1NC(=O)C(NC(=O)CN1C(=O)c2ccccc2C1=O)c1ccccc1 (stereo not given)	-11%	-20%[57.1 µM]	3%	16%[57.1 µM]	-4%	4%	-17%	-3%	3.0%
O=C1NCCN1CCNS(=O)(=O)c1ccc(F)c(Cl)c1	-6%	4%	-2%	18%	182%[activator]	4%	6%	23%	0.7%
Cc1c(NS(=O)(=O)c2ccc3c(c2)c(=O)n(C)c(=O)n3C)c(=O)n(-c2ccccc2)n1C	-6%	-1%	4%	16%	0%	2%	1%	-13%	1.2%
CSCCC(NC(=O)/C(=C/c1ccc2c(c1)OCO2)NC(=O)c1cccc([N+](=O)[O-])c1)C(=O)O (stereo not given)	2%	-7%	0%	-4%	-16%	-9%	0%	-7%	-1.4%
Cn1ccc(NC(=O)Nc2cccc([N+](=O)[O-])c2)n1	-3%	-20%[57.1 µM]	0%	27%[57.1 µM]	-10%	10%	-1%	-49%	2.3%
Cc1onc(-c2c(F)cccc2Cl)c1C(=O)Nc1nnc(C2CC2)s1	-4%	-11%	-1%	-16%	426%[activator]	10%	-2%	-4%	-0.2%
COc1ccc(-c2sc(NC(C)=O)nc2-c2ccccc2)cc1	-4%	-4%	?	5%	-5%	-3%	-12%	33%	0.4%
COc1ccc(-c2cnnn2-c2ccc(NC(=O)c3ccc(S(=O)(=O)N(C)C)cc3)cc2)cc1	-4%	2%[57.1 µM]	2%	18%[57.1 µM]	4%	-14%	-2%	4%	-1.2%
N#C/C(=C/c1ccc(F)cc1)S(=O)(=O)c1ccccc1	-20%	8%[57.1 µM]	-2%	12%[57.1 µM]	0%	2%	3%	-19%	0.3%
COc1cc(NC2c3ccccc3C(=O)N2Cc2ccccc2Cl)cc(OC)c1OC (stereo not given)	-22%	6%	-5%	25%	-16%&9%	7%	-8%	-10%	3.8%
CCS(=O)(=O)N1CCN(S(=O)(=O)c2ccc3ccccc3c2)CC1	-22%	8%	-8%	20%	76%[activator]	4%	12%	-14%	-2.1%
Cc1ccc(CSCC(=O)N2CCN(c3ccc(F)cc3)CC2)cc1	-18%&-14%	-1%&4%[57.1 µM]	2%&1%	14%&6%[57.1 µM]	?	-5%&2%	1%&1%	9%&6%	1.3%&0.2%
Cc1ccc(-c2nc(SC(C)C(=O)N3CCCC3)n[nH]2)cc1 (stereo not given)	-2%	-8%	1%	-9%	-20%	3%	2%	12%	-0.1%
Cc1ccc(C(=O)Cn2nc(C(=O)O)c3ccccc3c2=O)cc1C	-23%	6%	1%	30%	3%	0%	-3%	10%	-0.3%
CCOc1ccc(NC(=O)C2CCN(c3nnc(C)c4c(C)n(-c5ccccc5)nc34)CC2)cc1	-23%	6%	-2%	16%	?	-7%	-6%	20%	?
CCCCCCCCCC(=O)N[C@H](CN1CCOCC1)[C@H](O)c1ccccc1	9%	-7%	0%	-5%	-10%	8%	7%	5%	.
CCOC(=O)c1c(-c2ccc(C)o2)csc1NC(=O)CN1CCOCC1	?	-10%	0%	?	-12%	5%	-1%	?	1.5%
CCOc1ccc(NC(=O)OCCN2CCN(CCc3ccccc3)C(C)C2)cc1 (stereo not given)	-9%	8%[57.1 µM]	0%	6%[57.1 µM]	-26%	9%	7%	23%	.
CCOC(=O)CSC(C)C(=O)Nc1nnc(C(C)C)s1 (stereo not given)	-16%	9%[57.1 µM]	-3%	19%[57.1 µM]	0%	-1%	-3%	-16%	0.5%
Cc1ccc(C)c(NC(=S)N=Nc2c(O)n(C)c3ccc(S(=O)(=O)N4CCOCC4)cc23)c1	-1%	-1%	8%	-5%	-14%	8%	-16%	3%[11.4 µM]	-1.0%
CC(=O)Nc1nonc1-c1nc2ccccc2n1CC1CC1	0%	8%	-1%	6%	26%[57.4 µM]	-2%	1%	5%	2.8%
COc1ccc(S(=O)(=O)NC(CC(=O)O)c2ccco2)cc1 (stereo not given)	-19%	-7%	-1%	1%	3%	-2%	-14%	-11%	-0.3%
Cc1ccc(S(=O)(=O)NC2(C(F)(F)F)NC(=O)N(c3ccccc3F)C2=O)cc1 (stereo not given)	-5%	-11%	-4%	14%[57.1 µM]	2%	-2%	-1%	-7%	-0.1%
N#CC(=Cc1ccnc2ccccc12)c1ccccc1	-24%	.	-8%	.	?	11%	0%	.	.
NC(=O)CC(NC(=O)Cc1cccc2ccccc12)c1ccc(NCCOc2ccccc2)c([N+](=O)[O-])c1 (stereo not given)	-7%	-2%	?	21%	-12%	-6%	-26%	-1%	0.0%
Cc1cc(N2C(=O)C(O)=C(C(=O)c3cc4ccccc4o3)C2c2ccc(Br)cc2)no1 (stereo not given)	-13%	-5%	0%	-6%	40µM*	-19%	-16%	-9%	22µM*
COc1ccc(S(=O)(=O)N2CCCCC2)cc1NS(=O)(=O)c1ccccc1F	2%	8%	-2%	25%[57.1 µM]	0%	4%	4%	16%	0.9%
Cc1ccc(/C=C/C(=O)O)cc1S(=O)(=O)N1CCCCC1	-16%	7%	2%	20%	-6%	9%	0%	-23%	-0.3%
CC1Cc2ccccc2N1C(=O)COC(=O)c1ccc(S(=O)(=O)N(C)C)cc1 (stereo not given)	-21%	-8%	3%	-6%	0%	8%	-9%	8%	-0.7%
C=CCN(CC=C)C(=S)NC(=O)Cc1cccc2ccccc12	1%	-7%[57.1 µM]	-1%	?	?	0%	-13%	-41%	0.0%
CC1CCn2c(nc3cc(C(=O)NCc4ccc(OC(C)C)cc4)ccc32)C1 (stereo not given)	-9%	5%[57.1 µM]	0%	20%[57.1 µM]	-4%	-2%	0%	-16%	0.4%
CCOC(=O)c1[nH]c2c(c1Cc1ccccc1C)C(=O)CC(c1cc(OC)ccc1OC)C2 (stereo not given)	-24%	-1%	-1%	10%	-10%	-15%	-1%	-34%	0.5%
CCC/S(CC1CC1(Cl)Cl)=N\S(=O)(=O)c1ccc(C)cc1 (stereo not given)	1%	7%	2%	20%	16%	6%	-1%	11%	-0.7%
O=C(C1Cc2ccccc2O1)N1CCCCC1 (stereo not given)	-7%	-4%	1%	8%	0%	-1%	-1%	-9%	0.4%
CC(=O)c1cn(-c2ccc(Cl)cc2)c(=O)n(Cc2ccc(Br)cc2)c1=O	-9%	-2%[57.1 µM]	-2%	2%[57.1 µM]	0%	-9%	-10%	21%	14%
COc1nc(N(C)S(=O)(=O)c2ccc(C)cc2)nc(C)c1Cl	-3%	2%	2%	19%	10%	11%	-5%	-1%	-0.2%

The list is partial. The share of hits here may be higher or lower than overall.
